Hsp70 displacement – small molecules displacing fluorescent ligand from Hsp70 – biochemical, fluorescence polarization, primary screen (AID 583). Hsp70 fluorescence polarization probe displacement, mP; higher % means a stronger effect. displacement, % at 20 µM; hits with a dose series show IC50 in µM. 140,000 tested, 0.06% active; in the data active means displacement above about 50%;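 further: plate controls were vehicle for no effect and reference ligand for full effect; a part of the inactive calls stands beside numbers as strong as those of hits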
Rat MKP-3 inhibitors – inhibition of rat DUSP6 enzyme activity – biochemical, in vitro, primary screen (AID 425); recombinant MKP-3 phosphatase activity, fluorescence; higher % means a stronger effect; one-dose inhibition, % at 20 µM; IC50 in µM for titrated hits; 110,000 tested, 0.17% active; in the data active means inhibition above about 50%;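 further: plate controls were vehicle for no effect and reference inhibitor for full effect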
The depositor's hits bear a star; & = joins results of further samples.

Start of the listing, in advance:
For Cc1nc(N2CCN(Cc3ccc4c(c3)OCO4)CC2)nc2c1C(=O)CC(c1ccco1)C2 (stereo not drawn) the results were Hsp70 displacement -1.9% and Rat MKP-3 inhibitors -6.9%.
`CCN1C(=O)c2ccccc2S(=O)c2ccc(C(=O)N3CCCC3)cc21` (stereo not drawn) gave Hsp70 displacement 3.7% and Rat MKP-3 inhibitors 0.1%.
`Cc1cccc(OCC(=O)Nc2ccc(Cl)cc2C(F)(F)F)c1` gave Hsp70 displacement -3.2% and Rat MKP-3 inhibitors 2.4%.
For CCOc1ccc(S(=O)(=O)N(C)C)cc1-c1nc2c(C(C)(C)C)nn(C)c2c(=O)[nH]1 the results were Hsp70 displacement 1.8% and Rat MKP-3 inhibitors -9.4%.
`Cn1c(-n2c(CCCN3C(=O)c4ccccc4C3=O)nc3ccccc3c2=O)nc2ccccc21` gave Hsp70 displacement -0.2%&0.1% and Rat MKP-3 inhibitors -11.1%&2.1%.
`CC(=O)NC1(c2cccc(F)c2)CCN(CC(=O)NC2CCCCC2)CC1` gave Hsp70 displacement 1.3% and Rat MKP-3 inhibitors -12.3%.
Screening COC(=O)CC1(c2ccccc2)C(=O)c2ccccc2C1=O returned Hsp70 displacement -2.5%.

The list itself, from the start:
For Cc1nc(N2CCN(Cc3ccc4c(c3)OCO4)CC2)nc2c1C(=O)CC(c1ccco1)C2 (stereo not drawn) the results were Hsp70 displacement -1.9% and Rat MKP-3 inhibitors -6.9%.
`CCN1C(=O)c2ccccc2S(=O)c2ccc(C(=O)N3CCCC3)cc21` (stereo not drawn) gave Hsp70 displacement 3.7% and Rat MKP-3 inhibitors 0.1%.
`Cc1cccc(OCC(=O)Nc2ccc(Cl)cc2C(F)(F)F)c1` gave Hsp70 displacement -3.2% and Rat MKP-3 inhibitors 2.4%.
For CCOc1ccc(S(=O)(=O)N(C)C)cc1-c1nc2c(C(C)(C)C)nn(C)c2c(=O)[nH]1 the results were Hsp70 displacement 1.8% and Rat MKP-3 inhibitors -9.4%.
`Cn1c(-n2c(CCCN3C(=O)c4ccccc4C3=O)nc3ccccc3c2=O)nc2ccccc21` gave Hsp70 displacement -0.2%&0.1% and Rat MKP-3 inhibitors -11.1%&2.1%.
`CC(=O)NC1(c2cccc(F)c2)CCN(CC(=O)NC2CCCCC2)CC1` gave Hsp70 displacement 1.3% and Rat MKP-3 inhibitors -12.3%.
Screening COC(=O)CC1(c2ccccc2)C(=O)c2ccccc2C1=O returned Hsp70 displacement -2.5%.
Screening O=C(/C=C/c1ccc(OCc2ccccc2)cc1)c1ccc(Br)cc1 returned Hsp70 displacement 1.1% and Rat MKP-3 inhibitors 1.9%.
CCOC(=O)C1=C(C)N(Cc2ccccc2)C(=O)NC1c1ccc(OC)cc1 (stereo not drawn) was read as Hsp70 displacement 2.3%.
For O=C(CCS(=O)(=O)c1ccc(Br)cc1)N1CCN(c2ccccc2F)CC1 the results were Hsp70 displacement -2.1% and Rat MKP-3 inhibitors 6.4%.
COc1ccccc1/C=N/Nc1cc(-c2ccccc2)nc(C)n1 was read as Hsp70 displacement 1.2% and Rat MKP-3 inhibitors -0.1%.
Cc1cc(NC(=O)C2CC=CCC2C(=O)O)no1 (stereo not drawn) was read as Hsp70 displacement 5.0% and Rat MKP-3 inhibitors -12.3%.
Screening CCOc1ccccc1NC(=O)C1CCCN1C(=O)OCc1ccccc1 (stereo not drawn) returned Hsp70 displacement -2.0% and Rat MKP-3 inhibitors -3.0%.
Screening CCOC(=O)C1=C(Nc2ccccc2)OCC1=O returned Hsp70 displacement -5.5% and Rat MKP-3 inhibitors -12.1%.
For CCOC(=O)C1=C(C)NC(SCc2cc(=O)[nH][nH]2)=C(C#N)C1c1cccs1 (stereo not drawn) the results were Hsp70 displacement 2.3% and Rat MKP-3 inhibitors -12.0%.
Screening Cc1ccc(S(=O)(=O)N2CCN(CCNC(=O)C(=O)Nc3ccc(Br)cc3)CC2)cc1 returned Rat MKP-3 inhibitors 3.0%.
For Cc1cccc(N(C)S(=O)(=O)c2ccc3[nH]c(=O)c(=O)[nH]c3c2)c1 the results were Hsp70 displacement 5.8% and Rat MKP-3 inhibitors 0.8%.
For Fc1cnc(N2CCc3ccccc32)nc1N1CCc2ccccc21 the results were Hsp70 displacement -8.2%.
For CC(C)CCSc1nc2c(c(=O)[nH]c(=O)n2C)n1CCc1ccccc1 the results were Hsp70 displacement -5.4%.
O=C(Nc1cc(C(=O)N2CCOCC2)ccc1N1CCCC1)c1cccs1 was read as Hsp70 displacement 6.7% and Rat MKP-3 inhibitors 0.8%.
Cc1ccc(O)c(NC(=O)CN2C(=O)c3ccccc3C2=O)c1 was read as Hsp70 displacement -1.7% and Rat MKP-3 inhibitors 0.0%.
For CN(CCCNC(=O)C1CCC(=O)N1Cc1ccc(F)cc1)c1ccccc1 (stereo not drawn) the results were Hsp70 displacement 0.2% and Rat MKP-3 inhibitors 1.9%.
CC(C)C(NC(=O)OC(C)(C)C)C(=O)N1CCCC1C(=O)NC(Cc1ccccc1)C(N)=O (stereo not drawn) was read as Hsp70 displacement -3.4% and Rat MKP-3 inhibitors 3.0%.
`CC(c1ccccc1)c1nnc(NC(=O)c2ccco2)s1` (stereo not drawn) gave Rat MKP-3 inhibitors 3.4%.
`Cc1nn(-c2ccccc2)c(C)c1C(=O)OCC(=O)NCc1ccco1` gave Hsp70 displacement 1.2% and Rat MKP-3 inhibitors -14.0%.
For CCOC(=O)c1c(C)c(C(=O)N2CCCCCC2)c(C)n1C the results were Hsp70 displacement 4.2% and Rat MKP-3 inhibitors 5.2%.
Screening CCOC(=O)c1n[nH]c2ccccc12 returned Hsp70 displacement 3.8% and Rat MKP-3 inhibitors -2.4%.
`Cn1c(SCc2ccccc2)nnc1C1CCCNC1` (stereo not drawn) gave Hsp70 displacement 3.5% and Rat MKP-3 inhibitors 4.1%.
CCOC(=O)N1CCC(NC(=O)Cn2nc(Cc3ccncc3)c3ccccc3c2=O)CC1 was read as Hsp70 displacement 5.2% and Rat MKP-3 inhibitors 3.9%.
For O=C1NC(=S)N/C1=C/c1cc([N+](=O)[O-])ccc1Cl the results were Hsp70 displacement 0.7% and Rat MKP-3 inhibitors 2.5%.
O=C(Nc1ccn(Cc2ccc(F)cc2)n1)c1ccncc1 was read as Hsp70 displacement 3.4% and Rat MKP-3 inhibitors -7.4%.
`CCn1nc(C)c(NS(=O)(=O)c2ccc(C)cc2)c1C` gave Hsp70 displacement -2.4%.
CSc1ccccc1C(=O)NCC1CCCO1 (stereo not drawn) was read as Hsp70 displacement 1.4%.
For COC(=O)c1cc(OC)c(OC)cc1NC(=O)c1cccnc1 the results were Hsp70 displacement 2.6% and Rat MKP-3 inhibitors -2.6%.
Cc1cc(NC(=O)c2ccc(Cl)c(Cl)c2)ccc1NC(=O)c1ccccc1 was read as Hsp70 displacement -3.6% and Rat MKP-3 inhibitors 1.7%.
Screening CC1CCc2ccccc2N1C(=O)c1cccs1 (stereo not drawn) returned Hsp70 displacement 1.2% and Rat MKP-3 inhibitors -4.1%.
For CC(C)(C)C(=O)Nc1nnc(-c2ccccc2)s1 the results were Hsp70 displacement 5.8% and Rat MKP-3 inhibitors 0.1%.
`Cc1cc(C)nc(/N=C(/N)Nc2cccc([N+](=O)[O-])c2)n1` gave Hsp70 displacement 2.0% and Rat MKP-3 inhibitors -0.3%.
CC1=CC(C)C2C(=O)N(Cc3ccc[n+](C)c3)C(=O)C2C1 (stereo not drawn) was read as Hsp70 displacement 5.3% and Rat MKP-3 inhibitors 0.7%.
`CC(C)COC(=O)Nc1ccccc1C(=O)N1CCOCC1` gave Hsp70 displacement -2.0% and Rat MKP-3 inhibitors -0.2%.
Screening CCCCn1nnc(NC(=O)COc2cc(C)ccc2C(C)C)n1 returned Hsp70 displacement -1.0% and Rat MKP-3 inhibitors -7.9%.
For COc1ccccc1OCC(=O)Nc1ccc(S(=O)(=O)NC(C)=O)cc1 the results were Hsp70 displacement -0.8% and Rat MKP-3 inhibitors -5.5%.
Screening CCOC(=O)C1CCN(C(=O)CN(Cc2ccc(Cl)cc2)S(C)(=O)=O)CC1 returned Hsp70 displacement 1.2% and Rat MKP-3 inhibitors 0.1%.
For O=C(Cn1ncc2c3ccccc3n(Cc3ccc(F)cc3)c2c1=O)N1CCN(c2ncccn2)CC1 the results were Hsp70 displacement 0.2%.
For O=c1nc(NC2CCCC2)ccn1Cc1cccc(Br)c1 the results were Hsp70 displacement -0.9% and Rat MKP-3 inhibitors -12.8%.
`COc1ccc(C(=O)Nc2sc3c(c2C(N)=O)CCCCCC3)cc1OC` gave Hsp70 displacement 4.8% and Rat MKP-3 inhibitors 2.5%.
COC(=O)c1ccc(-n2c(C)cc(C=C3C(=O)NC(=S)NC3=O)c2C)cc1 was read as Hsp70 displacement -3.9% and Rat MKP-3 inhibitors 2.6%.
`Cc1ccc(NC(=O)/C=C/c2ccccc2Cl)c(Br)c1` gave Hsp70 displacement 0.0% and Rat MKP-3 inhibitors -7.7%.
`O=C(NC1CCCCC1)N1CCN(c2cccc(Cl)c2)CC1` gave Hsp70 displacement 2.2% and Rat MKP-3 inhibitors -0.3%.
For O=C(c1ccc(Cl)c(Cl)c1)N1CCCC1 the results were Hsp70 displacement -0.3%.
Screening Cc1ccc(C(=O)NC2CCN(C(=O)N3CCOCC3)CC2)cc1 returned Hsp70 displacement -1.1% and Rat MKP-3 inhibitors 2.2%.
For Cc1cc(N2C(=O)NC(=O)/C(=C\c3cn(C)c4ccccc34)C2=O)ccc1Br the results were Hsp70 displacement 23.3% and Rat MKP-3 inhibitors 7.2%.
Screening Cc1cccc(NC(=O)C(=O)NCCc2ccc(Cl)cc2)c1 returned Hsp70 displacement 0.8% and Rat MKP-3 inhibitors -7.5%.
`COc1cc(S(=O)(=O)N2CCCCC2)ccc1NC(=O)c1ccc(F)cc1` gave Hsp70 displacement -0.6% and Rat MKP-3 inhibitors 2.9%.
Screening O=C(CCn1c(=O)[nH]c2ccsc2c1=O)N(CCc1ccccc1)Cc1ccccc1 returned Hsp70 displacement 9.0%.
CC1(C)CC(CC(=O)O)(c2ccc(Cl)cc2)CCO1 (stereo not drawn) was read as Hsp70 displacement -2.6%.
For CCNC(=S)NNC(=O)CSc1nnc(-c2ccc(OC)c(OC)c2)n1-c1ccccc1 the results were Hsp70 displacement 4.2% and Rat MKP-3 inhibitors 2.8%.
For Cn1c(NCCCN2CCOCC2)nc2c1c(=O)n(Cc1ccc(Cl)cc1)c(=O)n2C the results were Hsp70 displacement 6.5% and Rat MKP-3 inhibitors -5.7%.
`Cc1ccccc1NCC(=O)N/N=C\c1ccc(-c2cccc(Cl)c2)o1` gave Hsp70 displacement -3.5% and Rat MKP-3 inhibitors 0.3%.
CC(=O)c1cccc(-n2nnnc2SCC(=O)N2CCCC2)c1 was read as Hsp70 displacement 0.3% and Rat MKP-3 inhibitors -6.6%.
For Cc1c(OCc2ccc(C(=O)O)o2)ccc2c3c(c(=O)oc12)CCC3 the results were Hsp70 displacement 2.1% and Rat MKP-3 inhibitors -7.1%.
`CCN(CC)S(=O)(=O)c1ccc(NC(=O)CC(NC(C)=O)c2ccccc2)cc1` (stereo not drawn) gave Hsp70 displacement 2.0%.
For CCC(C(=O)Nc1sc(C(=O)OC(C)C)c(C)c1C#N)c1ccccc1 (stereo not drawn) the results were Hsp70 displacement -2.4% and Rat MKP-3 inhibitors 0.7%.
For CCCC(C)C(=O)Nc1ccc2c(c1)OCCO2 (stereo not drawn) the results were Hsp70 displacement 8.2% and Rat MKP-3 inhibitors -4.0%.
`Fc1ccccc1-c1nc(-c2ccc(Cl)cc2)no1` gave Hsp70 displacement 2.1%.
For Cc1ccc(S(=O)(=O)N(C)CC(=O)NC2CC(C)(C)NC(C)(C)C2)cc1 the results were Hsp70 displacement 1.4% and Rat MKP-3 inhibitors -10.7%.
For COc1c(O)ccc(/C=N\NC(=O)c2ccc(Br)cc2)c1[N+](=O)[O-] the results were Hsp70 displacement -3.2% and Rat MKP-3 inhibitors 0.3%.
Oc1ccccc1-c1cc(-c2ccccc2Cl)[nH]n1 was read as Hsp70 displacement 2.8%&-2.4% and Rat MKP-3 inhibitors -2.1%&-0.3%.
Screening CCC(=O)Nc1nc(C)c(Oc2ccccc2)c(=O)[nH]1 returned Hsp70 displacement 3.9% and Rat MKP-3 inhibitors -10.3%.
`CCC(=O)N1CCc2cc(Br)cc(S(=O)(=O)N3CCCCCC3)c21` gave Hsp70 displacement -2.1% and Rat MKP-3 inhibitors -15.5%.
`COc1cc(NC(=O)c2ccc3ccccc3c2)c(OC)cc1Cl` gave Hsp70 displacement 1.2% and Rat MKP-3 inhibitors -3.0%.
Screening Cc1ccc(-n2nc3ccc(NC(=S)NC(=O)c4ccccc4Cl)cc3n2)cc1Cl returned Hsp70 displacement 3.7% and Rat MKP-3 inhibitors 7.0%.
For COc1ccc2c(c1)C(C)CC(C)(C)N2C(=O)CSc1ncn[nH]1 (stereo not drawn) the results were Hsp70 displacement -7.1% and Rat MKP-3 inhibitors 2.4%.
For Cc1ccc(/C=C2\C(=O)NN(c3ccc(Cl)c(Cl)c3)C2=O)s1 the results were Hsp70 displacement 4.4% and Rat MKP-3 inhibitors 7.1%.
Screening N#CC(C(=O)OC1CCCCC1)c1nc2ccccc2nc1N1CCCCC1 (stereo not drawn) returned Hsp70 displacement 3.0% and Rat MKP-3 inhibitors -6.1%.
Screening O=C(CC1S/C(=N\N=C2/CCCc3ccccc32)NC1=O)Nc1ccc(Cl)cc1Cl (stereo not drawn) returned Hsp70 displacement 0.9% and Rat MKP-3 inhibitors 2.8%.
Screening O=C(Nc1cccc2ccccc12)N(Cc1ccccc1)Cc1ccccc1 returned Hsp70 displacement 2.1% and Rat MKP-3 inhibitors 1.1%.
Screening O=C(CSc1ncnc2c1oc1ccccc12)Nc1cccc(F)c1 returned Hsp70 displacement 1.6% and Rat MKP-3 inhibitors 2.5%.
For COC(=O)c1sccc1NC(=O)CCc1ccccc1 the results were Hsp70 displacement 3.5% and Rat MKP-3 inhibitors 0.7%.

Source: PubChem

An excerpt, so the mix of outcomes need not match the whole.
